Pol beta inh – qHTS Assay for Inhibitors of DNA Polymerase Beta; Pol beta primer extension/strand displacement, fluorescence kinetic; P06746; Potency, µM (doses to about 114 µM), without a hit: at the highest dose activity change, negative = inhibition, actives largely listed as inhibitors; AID 485314, 2010; hit rate 1.3% among 340,000; note: % is set by controls: 0 for no effect and ±100 for the full control effect
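Human Pol beta at 10 nM; strand-displacement substrate 50 nM final. Compound exposure 15 min at room temperature before start, reaction 10 min at room temperature.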
POLI inh – qHTS for Inhibitors of Polymerase Iota. DNA polymerase iota (Homo sapiens), Q9UNA4. Pol iota fluorescent replication assay, 10 min. Potency, µM (series often up to 115 µM), for the others: at the highest dose activity, negative = inhibition, hits mostly inhibitors. hit rate 1% among 390,000. AID 588590, 2011
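Pol iota at 10 nM preincubated 15 min with compounds at room temperature; reaction started with fluorescent substrate, 50 nM final. Fluorescence read kinetically at 0 and 10 min; buffer-only wells as negative control.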
APE1 inh – qHTS Assay for Inhibitors of the Human Apurinic/apyrimidinic Endonuclease 1 (APE1); DNA repair nuclease/redox regulator APEX1 (Homo sapiens), P27695; recombinant APE1, TAMRA/BHQ-2 abasic DNA cleavage fluorescence; Potency, µM (top dose mostly 65.8 µM), for inactives: top-dose activity change, negative = inhibition, most hits filed as inhibitors; hit rate 0.35% among 350,000; AID 2517, 2012;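 note: plate controls were vehicle for no effect and reference inhibitor for full effect; nearly all actives have a fitted effect of over 55% in size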
Target sequence (P27695 whole entry, looked up): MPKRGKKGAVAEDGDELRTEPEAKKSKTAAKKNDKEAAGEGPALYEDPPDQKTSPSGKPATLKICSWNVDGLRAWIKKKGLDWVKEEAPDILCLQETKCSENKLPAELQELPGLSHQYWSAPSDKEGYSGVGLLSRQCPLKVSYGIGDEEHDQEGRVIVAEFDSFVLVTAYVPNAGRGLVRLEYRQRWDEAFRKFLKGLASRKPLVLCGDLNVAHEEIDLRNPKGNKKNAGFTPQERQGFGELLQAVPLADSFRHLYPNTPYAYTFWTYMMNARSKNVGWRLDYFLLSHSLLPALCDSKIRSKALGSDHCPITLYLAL
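APE1 at 0.75 nM preincubated 15 min at room temperature with compound. Reaction then started with 50 nM double-stranded THF-abasic substrate labelled with TAMRA/BHQ-2, and 525/598 nm fluorescence read kinetically. Activity taken as third-minus-first read difference, normalized to DMSO and NSC13755 controls.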
POLH inh – qHTS for Inhibitors of Polymerase Eta | recombinant Pol eta, fluorescent DNA replication assay | AID 588591, 2011 | hit rate 1.2% among 390,000 | Potency, µM (titrated, usually from 114 µM), inactives show top-dose activity change, negative = inhibition, most hits filed as inhibitors | DNA polymerase eta (Homo sapiens), Q9Y253; note: % is set by controls: 0 for no effect and ±100 for the full control effect
Target sequence (Q9Y253 whole entry, looked up): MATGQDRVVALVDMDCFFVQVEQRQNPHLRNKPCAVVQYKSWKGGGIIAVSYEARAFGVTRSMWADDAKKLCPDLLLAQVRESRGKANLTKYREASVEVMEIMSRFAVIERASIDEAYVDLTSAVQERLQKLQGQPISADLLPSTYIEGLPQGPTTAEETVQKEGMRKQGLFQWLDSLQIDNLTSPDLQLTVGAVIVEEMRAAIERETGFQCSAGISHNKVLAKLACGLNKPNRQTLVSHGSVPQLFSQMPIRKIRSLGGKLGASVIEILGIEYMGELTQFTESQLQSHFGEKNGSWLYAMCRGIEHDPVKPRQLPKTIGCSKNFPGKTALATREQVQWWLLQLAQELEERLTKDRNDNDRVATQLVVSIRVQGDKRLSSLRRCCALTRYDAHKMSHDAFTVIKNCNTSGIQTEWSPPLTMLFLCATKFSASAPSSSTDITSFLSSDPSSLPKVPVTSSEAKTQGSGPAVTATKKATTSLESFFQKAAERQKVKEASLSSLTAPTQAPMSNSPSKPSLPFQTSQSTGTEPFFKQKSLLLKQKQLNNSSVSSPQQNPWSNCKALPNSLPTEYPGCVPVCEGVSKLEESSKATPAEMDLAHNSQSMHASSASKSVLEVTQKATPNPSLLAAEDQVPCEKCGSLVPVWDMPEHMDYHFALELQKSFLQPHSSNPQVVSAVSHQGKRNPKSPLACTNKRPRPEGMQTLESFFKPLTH
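Pol eta (10 nM) was preincubated with compounds for 15 min at room temperature, after which fluorescent replication substrate (50 nM final) was added to start the reaction. Fluorescence was read kinetically at 0 and 10 min.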
JMJD2A Tudor inh – qHTS Assay for Inhibitors of JMJD2A-Tudor Domain. hit rate 4.4% among 390,000. Potency, µM (series often up to 114 µM), inactives show at the highest dose activity change, negative = inhibition, usual class: inhibitors. AlphaScreen JMJD2A-Tudor / H3K4me3 peptide binding. AID 504339, 2011; note: % is set by controls: 0 for no effect and ±100 for the full control effect; nearly all actives have a fitted effect of over 50% in size
G9a inh – qHTS Assay for Inhibitors of Histone Lysine Methyltransferase G9a | Histone-lysine N-methyltransferase EHMT2 (Homo sapiens), Q96KQ7 | G9a H3K9 monomethylation, AlphaScreen, 2 h | Potency, µM (highest dose often 102 µM), inactives show at the top dose activity, negative = inhibition, most hits filed as inhibitors | hit rate 8.8% among 350,000 | AID 504332, 2011; note: % is set by controls: 0 for no effect and ±100 for the full control effect; nearly all actives have a fitted effect of over 75% in size
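Readings reflect AlphaScreen signal from monomethyl-H3K9 antibody detection. HMT at 20 nM; substrate b-H3K9 500 nM; cofactor SAM 20 uM; 2 h RT reaction; compounds tested as titrations in qHTS with 15 min preincubation.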
POLK inh – qHTS for Inhibitors of Polymerase Kappa; purified Pol kappa, fluorescent DNA synthesis assay, 10 min; Potency, µM (doses to about 107 µM), for the others: at the top dose activity, negative = inhibition, most hits filed as inhibitors; hit rate 0.53% among 400,000; DNA polymerase kappa (Homo sapiens), Q9UBT6; note: % is set by controls: 0 for no effect and ±100 for the full control effect
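Readout: fluorescence, taken kinetically at 0 and 10 min. Conditions: 10 nM Pol kappa, 15 min RT compound preincubation, 50 nM substrate final. Controls: enzyme-free buffer wells.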
BLM helicase inh – qHTS Assay for Inhibitors of Bloom's syndrome helicase (BLM). AID 2528, 2010. RecQ-like DNA helicase BLM (Homo sapiens), P54132. recombinant BLM DNA unwinding, fluorescence dequenching. Potency, µM (series often up to 56.1 µM), inactives show at the highest dose activity change, negative = inhibition, usual class: inhibitors. hit rate 0.2% among 350,000;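 note: plate controls were vehicle for no effect and no enzyme for full effect; nearly all actives have a fitted effect of over 35% in size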
BAZ2B inh – qHTS Assay for Inhibitors of BAZ2B; Bromodomain adjacent to zinc finger domain protein 2B (Homo sapiens), Q9UIF8; AlphaScreen BAZ2B-H3K14Ac peptide displacement; Potency, µM (titrated, usually from 114 µM), for inactives: at the top dose activity change, negative = inhibition, usual class: inhibitors; hit rate 4.4% among 360,000; AID 504333, 2011; note: % is set by controls: 0 for no effect and ±100 for the full control effect; nearly all actives have a fitted effect of over 60% in size
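AlphaScreen luminescence quantifies BAZ2B engagement of H3K14Ac peptide; the protein and biotinylated peptide are both at 50 nM final, buffer PBS pH 7.4 with 0.01% Tween-20, all steps at room temperature.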
* hit, by the source's call; ? = inconclusive; . = no result given; & = joins results of further samples; [ ] = another dose, or the depositor's remark. Calls come from the whole dose curve; as a rule, active = well fitted curve in the direction sought with a large enough effect; inconclusive = small, poorly fitted or top-dose-only effect, or another doubt; inactive = no such curve, though single readings can be large; an effect the other way counts as inactive or inconclusive. Potency is the fitted concentration of half-maximal effect.

SMILES	Pol beta inh	POLI inh	APE1 inh	POLH inh	JMJD2A Tudor inh	G9a inh	POLK inh	BLM helicase inh	BAZ2B inh
Cc1cc(C)c2ccc(/C=N/O)nc2c1O	6%	-3%	-3%	-12%	-19%	-6%	-11%	0%	-7%
O=C(CN1C(=O)NC2(CCCCCC2)C1=O)NCCc1ccccc1	.	36%	13%	-15%	-8%	-2%[2.33 µM]	-6%	.	5%
Cc1ccc(NC(=O)CCNS(=O)(=O)c2cccc3nonc23)cc1	12%	23%	0%	10%	-16%	-13%[59 µM]	-3%	1%	3%
CCC(C)(C(=O)NC1CCCC1)N(Cc1cccs1)C(=O)c1ccccn1 (stereo not given)	12%	75%[activator]	-3%	-11%	0%	23%[59 µM]	1%	-1%	-13%
Cc1ccc(NC(=O)/C=C/c2cccs2)c([N+](=O)[O-])c1	4%	2%	12%	6%	-25%	?	-4%	-3%	-6%
COc1cccc(C(=O)N(c2ccc(C)cc2)C2C=CS(=O)(=O)C2)c1 (stereo not given)	-2%	15%	?	-4%	-17%	-33%	19%	-10%	-14%
CCOc1ccc(N2CC(O)=C(c3nc4ccccc4c(=O)[nH]3)C2=N)cc1	?	9%	-6%	?	-19%	-2%	4%	-19%	-23%
COc1ccc(C(C)=O)cc1CSc1nc2ccccc2o1	8%	0%	0%	?	40%[activator]	-7%[12.7 µM]	-12%	-12%	25%
COc1ccc(CC(=O)NNC(=O)[C@@H]2CCCC[C@@H]2C(=O)O)cc1	3%	-10%	45%	1%	9%	31%	9%	-2%	-18%
CCc1ccc(NC(=O)N(Cc2c[nH]c3ccccc23)C2CCCCCC2)cc1	-18%	9%	.	-16%	-16%	-32%[59 µM]	-4%	0%	.
CCOc1ccccc1C(=O)N(Cc1cc(OC)c(OC)c(OC)c1)C1CCS(=O)(=O)C1 (stereo not given)	6%	2%	.	-9%	-17%	12%[59 µM]	1%	1%	2%
COc1ccc(C(=O)NC(=S)NCc2cccnc2)cc1[N+](=O)[O-]	22%	4%	11%	-9%	?	6%[59 µM]	-6%	3%	-11%
COc1ccc2[nH]c(=O)c(CNc3ccc(C)cc3C)cc2c1	1%	65%[activator]	-2%	-5%	-32%	20µM*	-12%	2%	-23%
C/C(CC(=O)Nc1ccc(C)c(Cl)c1)=N\NC(=O)c1ccccn1	10%	26%	-3%	-29%	-11%	-13%	-2%	-1%	-10%
Cc1cc(C)n2nc(C(=O)OCC(=O)Nc3ccc4c(c3)OC(F)(F)O4)nc2n1	3%	18%	0%	-14%	-3%	11%[59 µM]	-8%	-2%	13%
CCCc1c(C(=O)OCC)sc(N)c1C#N	-7%	-17%	12%	-9%	-9%	?	-4%	-7%	?
Cc1ccc(NC(=O)Cn2nc3c(cc2=O)CCCC3)cc1Cl	4%	8%	.	-1%	-15%	5%[59 µM]	-6%[60.1 µM]	0%	-1%
O=C(Nc1ccccc1C(=O)OCc1cc(=O)n2ccsc2n1)c1ccc(Cl)cc1	5%	-16%	.	5%	-8%	-27%[59 µM]	-10%[60.1 µM]	-11%	-12%
O=C(Nc1ccc(F)cc1)C1CCCN1S(=O)(=O)c1cccc2nsnc12 (stereo not given)	1%	66%[activator]	-2%	-20%	-16%	8%	-6%	-1%	-15%
CCOc1ccccc1NC(=O)CSc1nc2c(oc3ccccc32)c(=O)n1-c1ccc(C)c(C)c1	2%	33%[activator]	.	-16%	-18%	-28%[59 µM]	-21%	-5%	-9%
O=C(Nc1ccccc1F)c1ccc(C(=O)c2ccccc2)cc1	-11%	7%	2%	-23%	5%	25%	-13%	-4%	5%
CCOC(=O)c1c(NC(C)=O)sc2c(O)c(CN3CCN(CC)CC3)ccc12	19%	29%	1%	-9%	?	25µM*	-8%	27%	?
Fc1ccc(-c2ccc(-c3nn4c(-c5ccco5)nnc4s3)o2)cc1	45µM*	-6%	-4%	?	?	16µM*	-12%	-8%	-8%
COc1cccc(C(=O)NCC(=O)OCc2cc(=O)n3ccsc3n2)c1	7%	5%	.	-3%	-10%	4%[59 µM]	-23%	1%	-5%
CCOC(=O)c1oc2ccccc2c1NC(=O)c1cccc(OC)c1	-1%	-7%[58.9 µM]	-11%	-21%	44%[activator]	147%[activator]	-11%	-9%	22%
CN1CCN(c2ccc(CNS(=O)(=O)Cc3ccc(Cl)cc3)cc2)CC1	1%	17%	1%	0%	-16%	?	-11%	-1%	9%
c1ccc(CCc2nn3c(-c4ccncc4)nnc3s2)cc1	-4%	6%	?	-12%	-10%	?	-2%	1%	5%
Cc1cc(C)cc(NC(=O)c2cnn(-c3ccc(C)c(C)c3)c2C2CCNCC2)c1	-2%	-28%	.	-5%	-29%	?	-10%	-2%	-1%[57.1 µM]
NS(=O)(=O)c1ccc(NC(=O)COc2ncnc3c2cnn3-c2ccccc2)cc1	-1%	20%	2%	-7%	-18%	3%[12.7 µM]	15%	-11%	-15%
CCC(CC)c1nnc(NC(=O)c2ccc(N3CCCC3=O)cc2)s1	19%	-14%	7%	-17%	-4%	.	-10%	-1%	3%

Record cards, as listed above.
CCC(CC)c1nnc(NC(=O)c2ccc(N3CCCC3=O)cc2)s1 is entered as Pol beta inh: 19%; POLI inh: -14%; APE1 inh: 7%; POLH inh: -17%; JMJD2A Tudor inh: -4%; G9a inh: .; POLK inh: -10%; BLM helicase inh: -1%; BAZ2B inh: 3%
Cc1ccc(NC(=O)Cn2nc3c(cc2=O)CCCC3)cc1Cl is entered as Pol beta inh: 4%; POLI inh: 8%; APE1 inh: .; POLH inh: -1%; JMJD2A Tudor inh: -15%; G9a inh: 5%[59 µM]; POLK inh: -6%[60.1 µM]; BLM helicase inh: 0%; BAZ2B inh: -1%

More structures
SMILES	Pol beta inh	POLI inh	APE1 inh	POLH inh	JMJD2A Tudor inh	G9a inh	POLK inh	BLM helicase inh	BAZ2B inh
CCN1CCN(C(=O)c2ccc3c(=O)n(Cc4ccccc4OC)c(=S)[nH]c3c2)CC1	0%	20%	0%	-1%	?	?	2%	0%	-28%
Cc1ccccc1Nc1c(-c2cccnc2)nc2ccc(Br)cn12	-1%	38%[activator]	2%	-15%	-28%	-11%[59 µM]	0%	-4%	-26%
CCOc1ccc(C(=O)Nc2cccc(NC(=O)c3cccs3)c2)cc1[N+](=O)[O-]	5%	23%	-11%	-24%	-19%	-7%[59 µM]	1%	-7%	-6%
O=C(CCCNC(=O)c1ccc(Cl)cc1)Nc1ccc(S(=O)(=O)Nc2ncccn2)cc1	39%	-1%	5%	11%	-32%[11.4 µM]	.	-18%	-3%	-3%
CCOC(=O)c1[nH]c2c(c1C)C(=O)CC(c1ccco1)C2 (stereo not given)	28µM*	?	?	20µM*	56µM*	?	56µM*	-25%	45µM*
O=C(CN1CCN(c2ccc(O)cc2)CC1)Nc1cc(S(=O)(=O)N2CCCCC2)ccc1Cl	-1%	25%	-11%	-19%	?	7.9µM*	2%	-8%	.
CCOc1ccccc1NC(=O)CNS(=O)(=O)c1ccc2nc(C)sc2c1	19%	64%[activator]	-2%	-19%	-11%	0%	-9%	-3%	6%
CC(C(=O)OCC(=O)Nc1ccc2c(c1)OCO2)N1C(=O)c2ccccc2C1=O (stereo not given)	0%	18%	-5%	-8%	-21%	-45%[59 µM]	-2%	-1%	-36%
COc1cc(C2NC(=O)NC(C)=C2C(=O)NCc2ccccc2)c(Cl)cc1O (stereo not given)	-4%	-19%	?	-2%	-19%	-8%	-8%	-22%	10%
O=C(Nc1ccc2c(c1)OCO2)c1sc2cc(Cl)ccc2c1Cl	-26%	1%	-2%	-13%	-18%	-4%[59 µM]	-21%	0%	-5%
S=c1[nH]c2ccccc2c2ccccc12	0%	?	-6%	-15%	-32%	8.9µM*	-6%	-2%	-3%
CCc1cc(C(=O)Nc2ccc(S(=O)(=O)NC3=NCCCCC3)cc2)sc1C	.	22µM*	10%	56µM*	-30%	40µM*	50µM*	.	-24%
O=C1Nc2ccc(C(F)(F)F)cc2N2CCCC12 (stereo not given)	3%	.	-4%	.	.	11µM*	.	-16%	-2%
O=C1C(=Nc2cccc(Cl)c2)CC(c2ccc(Cl)cc2)N1c1cccc(Cl)c1 (stereo not given)	-1%	3%	1%	-7%	-13%	-48%	-11%	-6%	-19%
Cc1ccc(NC(=O)CCN2C(=O)c3ccccc3S2(=O)=O)cc1F	.	51%[activator]	16%	-5%	-3%	4%	0%	.	10%
N#Cc1ccccc1Sc1ccccc1N	4%	17%	4%	-9%	-4%	11%	-14%	-4%	1%
CC1=C(C)/C(=N\OS(=O)(=O)c2ccccc2)C=CC1=O	13%	-3%	3%	15%	56µM*	16µM*	-4%	-1%	40µM*
Cc1occc1-c1nnc(SCC(=O)N2CCCCC2)o1	25%	19%	16%	-14%	-6%	-7%	11%	-1%	-7%
O=C(C1=C[C@@H](C2CCCCC2)C[C@@H](OCCCCO)O1)N1CCOCC1	23%	3%	-3%	-23%	-19%	-7%[59 µM]	-14%	-2%	-1%
Cc1ccc(S(=O)(=O)N(CC(=O)NCc2cccs2)c2ccccc2)cc1	.	0%	-5%	-5%	-1%	2%	-16%	.	47%[activator]
Cc1ccc(C(=O)NCC(c2ccco2)S(=O)(=O)c2ccc(Cl)cc2)cc1C (stereo not given)	16%	10%	.	-12%	-14%	3%[59 µM]	-10%[60.1 µM]	-5%	-13%
O=C(c1ccc(Br)o1)N(Cc1ccccc1)c1ccccn1	9%	11%	-3%	-2%	-5%	-3%	-3%	-2%	-13%
N/C(COc1ncn(-c2ccccc2)n1)=N\S(=O)(=O)c1ccc(Cl)cc1Cl	28%	30%	5%	-5%	-22%	.	-20%	-3%	-3%
CC(=O)N1c2ccc(S(=O)(=O)NCCC(=O)N(C)Cc3ccccc3)cc2CC1C (stereo not given)	2%&19%	8%&11%	5%	-15%&-5%	1%&0%	11%	-2%&3%	0%&3%	-23%&-24%

Source: PubChem (National Center for Advancing Translational Sciences (NCATS))

These rows are one share of the data (hit frequency here may not be typical).
